# Compound activity: PubChem, several laboratories
# Peg3 promoter: Peg3 promoter-driven luciferase inhibitors, primary screen, cell-based, HeLa, luciferase luminescence | inhibition, % at 20 µM | HeLa PEG-Prom luciferase reporter, overnight | actives 1.7% (n = 360,000) | AID 588405, 2011;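 active = inhibition of at least 50% at 20 µM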
# TRPM1 prom inh: inhibitors of MITF-dependent TRPM1 promoter reporter, primary screen, cell-based, SK-MEL-5, single point, luciferase; inhibition, % at 12.5 µM; SK-MEL-5 TRPM1 promoter luciferase, 24 h; actives 0.83% (n = 330,000);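 active = mean inhibition across replicates of 60% or more, whatever share of single replicates reaches that level; inconclusive = some that reach 60%, reason not given; inactive = mean inhibition across replicates below 60%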; note: values of inactives mirror those of a sister screen read the other way
# PDI turbidity: inhibitors of human PDI, primary screen, biochemical, turbidity, single point, plate reader; PDI insulin aggregation turbidity, A650, 90 min; inhibition, % at 10 µM; AID 588391, 2011; Protein disulfide-isomerase (Homo sapiens), P07237; actives 0.052% (n = 350,000);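 active = mean inhibition across replicates of 30% or more, whatever share of single replicates reach that level; inconclusive = mean inhibition below 30% while every single replicate reaches 30%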;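 note: absorbance from insulin aggregation driven by PDI reduction with DTT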
# Target sequence (P07237 whole entry, looked up): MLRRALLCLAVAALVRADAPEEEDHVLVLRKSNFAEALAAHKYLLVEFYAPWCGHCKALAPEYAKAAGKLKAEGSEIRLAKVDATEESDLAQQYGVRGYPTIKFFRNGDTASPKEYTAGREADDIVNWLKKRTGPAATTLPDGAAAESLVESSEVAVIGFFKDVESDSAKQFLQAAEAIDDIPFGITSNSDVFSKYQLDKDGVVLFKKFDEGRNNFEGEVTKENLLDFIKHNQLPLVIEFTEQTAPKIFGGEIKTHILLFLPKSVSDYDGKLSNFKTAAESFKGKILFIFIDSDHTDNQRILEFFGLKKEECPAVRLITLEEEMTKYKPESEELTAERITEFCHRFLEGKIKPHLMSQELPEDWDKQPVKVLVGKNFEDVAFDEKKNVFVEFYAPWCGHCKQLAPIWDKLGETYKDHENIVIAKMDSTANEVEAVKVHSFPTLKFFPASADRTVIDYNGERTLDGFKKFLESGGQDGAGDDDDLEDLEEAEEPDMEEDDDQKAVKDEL
# CF NFkB block: inhibitors of PAF-induced NF-kB signaling, primary screen, cell-based, GFP fluorescence, uHTS. KKLEB NF-kB-GFP reporter, GFP fluorescence overnight. inhibition, % at 5 µM. actives 0.86% (n = 360,000);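 active = at least 50% inhibition at 5 µM, scaled per plate between neutral and stimulator controls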;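 note: PAF is a Pseudomonas aeruginosa culture filtrate used as stimulus; plate controls were PAF-stimulated DMSO wells for no effect and unstimulated DMSO wells for full effect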
# KKLEB tox: cytotoxicity in KKLEB CF airway cells, primary screen, cytotoxicity control for CF NF-kB inhibitor project, cell-based, uHTS, fluorescence assay plates; KKLEB CF airway cells viability, ATPlite luminescence, overnight; stronger effect = lower value; cells stimulated with P. aeruginosa culture filtrate; activity change (cytotoxicity), % at 5 µM; actives 0.36% (n = 360,000); AID 602141, 2011;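 active = corrected activity change at or below -50% at 5 µM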
# NR2E3 ag-1: NR2E3 agonists in two-hybrid cells, primary screen, cell-based, luminescence, CHO-S, Gal4-NCOR/VP16-NR2E3 | AID 602229, 2012 | Photoreceptor-specific nuclear receptor (Homo sapiens), Q9Y5X4 | actives 0.35% (n = 360,000) | luciferase | inhibition of corepressor binding, % at 3.98 µM;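 active = inhibition above the mean of all tested compounds plus 3 SD, cut at about 70% in these data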;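 note: 0% = DMSO with NR2E3 transfected cells and 100% = cells lacking NR2E3 construct; higher means lower luciferase signal from less NR2E3 corepressor binding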
# Target sequence (Q9Y5X4 whole entry, looked up, the tested form may be a part): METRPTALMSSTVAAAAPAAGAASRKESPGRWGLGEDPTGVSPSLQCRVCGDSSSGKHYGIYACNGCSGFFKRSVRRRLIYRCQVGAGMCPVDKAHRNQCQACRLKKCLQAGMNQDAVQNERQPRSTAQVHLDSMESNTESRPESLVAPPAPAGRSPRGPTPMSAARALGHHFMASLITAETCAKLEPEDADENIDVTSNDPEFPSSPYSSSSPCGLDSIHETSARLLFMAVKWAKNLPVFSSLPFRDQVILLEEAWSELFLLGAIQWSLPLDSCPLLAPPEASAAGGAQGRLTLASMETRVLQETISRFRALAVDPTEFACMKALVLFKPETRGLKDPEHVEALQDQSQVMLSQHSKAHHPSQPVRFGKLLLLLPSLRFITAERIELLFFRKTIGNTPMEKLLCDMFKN
# HIF-2a block: HIF-2a reporter inhibitors, primary screen, luminescence, 786-0 RCC cells; 786-0 RCC cells HIF-2a reporter, luciferase luminescence, overnight; inhibition, % at 18.8 µM; actives 0.72% (n = 360,000); AID 624352, 2012;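 active = inhibition of the luminescence signal of 40% or more relative to plate controls, in a single-dose primary screen at 18.75 µM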
# Shn3 3UTR inh: reduction of Shn3 3'UTR firefly luciferase signal, primary screen, Schnurri-3 inhibitor project, cell-based, Clone20 osteoblasts, set 2. Clone20 osteoblast Shn3 3'UTR firefly luciferase, 24 h. inhibition, % at 12.5 µM. actives 0.52% (n = 360,000). AID 588674, 2011;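 active = mean inhibition of at least 75% with every replicate also reaching 75%; inconclusive = mean inhibition at least 75% but some replicate below; inactive = mean inhibition below 75%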;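 note: 0% = median of neutral control wells and 100% = pilot-screen positive control compound; some compounds past the cut are filed as inactive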
# Vif imaging: HIV Vif self-association inhibitors, primary screen, imaging, HEK293T, single point; HEK293T cells, Vif self-association by quenched fluorescence, 24 h; actives 0.35% (n = 340,000); inhibition, % at 7.49 µM; in the data active = inhibition above about 50%, passing the limit was not always enough; inconclusive = no clear call, values can overlap the other calls; inactive = below about 31%; note: some results filed as inactive read as strong as hits
# NR2E3 ag-2: inhibitors of NR2E3-RetCOR corepressor binding, primary screen, NR2E3 agonist project, biochemical, TR-FRET, GST-NR2E3, biotin-RetCOR; Photoreceptor-specific nuclear receptor (Homo sapiens), Q9Y5X4; 1536-well; inhibition of corepressor binding, % at 4.78 µM; actives 0.12% (n = 320,000); AID 2300, 2010;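 active = percent inhibition above the cutoff of mean plus 3 SD of all tested compounds, set per screening campaign, cut at about 20% in these data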;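 note: 0% = DMSO wells and 100% = biotin wells as full block of FRET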
#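 Material: NR2E3–RetCOR corepressor complex | Quantity: 1.35 nM GST-tagged NR2E3 final | Schedule: 5 h at 4 °C | Replication: Singlicate compound wells | Reagent: RetCOR corepressor, biotinylated, 7 nM | Controls: Biotin wells as high control, 0.6% DMSO wells as low control | Signal: TR-FRET, Eu(K)-anti-GST donor, streptavidin-D2 acceptor, ex 340, em 617/671 nm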
# CaV13 ICDI inh: Primary screen for inhibitors of IQ motif and Ca2+-dependent inactivation inhibitor domain binding in CACNA1D, Förster resonance energy transfer in living cells, … | inhibition, % at 12.3 µM | HEK cells, CFP/YFP FRET ICDI-IQ, plate reader, 10 min; percent FRET-ratio fall versus neutral wells | actives 0.098% (n = 340,000);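 active = mean replicate inhibition of at least 30% and at least 1% of replicates passing that level; inconclusive = only one of the two criteria is met; inactive = neither criterion is met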;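 note: 0% = median of the neutral control wells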
# * hit, by the source's call; ? = inconclusive; . = not tested or not shown. Compounds were not picked by outcome; about 3.3% have a hit in one of these screens.
SMILES,Peg3 promoter,TRPM1 prom inh,PDI turbidity,CF NFkB block,KKLEB tox,NR2E3 ag-1,HIF-2a block,Shn3 3UTR inh,Vif imaging,NR2E3 ag-2,CaV13 ICDI inh
Cc1cccc(N=C2N=C(N)c3ccccc32)c1,5,24,-6,23,-8,-24,2,-34,15,1,-5
CCOc1ccc2nc(Nc3nc4ccc(NC(C)=O)cc4s3)sc2c1,-25,2,1,-45,-10,-51,-47,3,-2,0,-7
C=CCNc1nc(-c2sc(NC(=O)CC)nc2C)cs1,-58,-12,2,30,-7,-18,13,12,-1,0,-5
CCOC(=O)C1(CC2CCCCO2)CCN(C(=O)Nc2ccccc2CC)CC1 (configuration not stated),11,-5,-10,0,14,-9,6,6,1,2,-18
CC(=O)Nc1ccc(C(=O)COC(=O)C2CC3CCCC(C2)C3=O)cc1 (configuration not stated),4,-9,-1,-6,9,-27,2,-11,.,-1,-6
Cc1nc(S(=O)(=O)N(C)c2ccccc2)c(C#N)c(C)c1Cl,54*,21,5,14,-6,30,14,-10,0,2,-4
Cc1cc(C)cc(OCC(=O)OCC(=O)Nc2cc(C)nn2-c2ccccc2)c1,8,-9,5,21,-7,-23,9,-15,-15,3,-4
CCCCCCOc1ccc(/C(C)=N/NC2=NCCN2)cc1,108*,-4,1,18,-19,11,-2,9,-3,1,-4
COc1ccc(CCNC(=O)CC2(CC3=NS(=O)(=O)c4ccccc4N3)CCCC2)cc1OC,13,-11,0,26,-7,-16,-5,-8,?,1,-2
CCC(=O)c1cn(CC(=O)Nc2ccccc2Cl)c2ccccc12,20,-4,-4,-12,4,11,24,89*,-1,3,-8
COc1cc2c(cc1OC)C(c1cccnc1)CC(=O)N2 (configuration not stated),-1,11,-2,-8,2,9,13,1,3,-2,-6
NC(CSC(c1ccccc1)(c1ccccc1)c1ccc2c(c1)OCO2)C(=O)O (configuration not stated),13,.,-14,9,-3,2,-28,-11,.,.,-6
CCOc1ccc(N2C(=O)Nc3ccc(Br)cc3C2(O)C(=O)NCCCN(C)C)cc1 (configuration not stated),2,-6,2,13,-10,-3,-3,1,1,-2,-2
Cc1ccc(S(=O)(=O)N(C)C[C@H]2OCCCC[C@H](C)Oc3ccc(NC(=O)Nc4cccc5ccccc45)cc3C(=O)N([C@@H](C)CO)C[C@H]2C)cc1,19,.,1,36,3,3,2,10,-3,.,-7
CC(C)(C)c1ccc(OCCC(=O)NC2=NCCS2)cc1,3,-14,-1,11,0,-9,0,-25,.,0,-5
Cc1ccccc1NC(=O)CNc1ccc(Cl)c(C(F)(F)F)c1,12,-21,-1,-4,-5,7,13,-2,0,3,-5
O=C1CCCC2=C1C(c1cccs1)Nc1ccc3ncccc3c12 (configuration not stated),13,2,9,-15,-8,16,7,16,1,-4,-4
CCn1c(SC(C)C(=O)N2CCOCC2)nc2sc(C)c(C)c2c1=O (configuration not stated),1,-15,10,-5,-6,-32,8,2,24,2,-6
Cc1cccc(-n2nc3c(c2NC(=O)c2ccc4c(c2)OCO4)CS(=O)(=O)C3)c1C,8,-2,-1,-2,3,6,15,-1,-2,-3,-3
CCn1cnc2cc(NCc3ccccc3Cl)ccc21,-157,-81,-21,0,-18,-28,-194,-34,-5,-1,-3
CC(=O)Nc1cccc(NC(=O)Nc2ccc(C)c(Cl)c2)c1,-189,-40,9,-3,-11,-56,-252,-16,.,-4,-3
Cc1ccccc1-c1nc(S(=O)(=O)c2ccc(Cl)cc2)c(NCCN2CCOCC2)o1,20,-5,25,6,0,1,-40,9,15,1,-4
CCc1cc2c(CN3CCN(C)CC3)cc(=O)oc2cc1O,4,-11,25,-1,0,-13,9,-5,-10,0,-2
CC(CC(=O)Nc1ccc2c(c1)c(=O)n(C)n2Cc1cccc(C(F)(F)F)c1)C(F)(F)F (configuration not stated),14,.,-7,-10,3,8,16,25,-1,.,-6
CCN1C(=O)c2cccc3c(S(=O)(=O)NCCc4c[nH]c5ccccc45)ccc1c23,10,0,1,3,-13,27,10,-8,-5,-3,-3
Cc1ccc(-c2cc(C(=O)N3CCOCC3)no2)cc1,-8,28,-6,-36,3,-78,31,9,7,-2,-3
COc1ccccc1NC(=O)Cn1ccn(-c2cccc3ccccc23)c(=O)c1=O,17,6,1,8,10,-3,8,8,4,-2,-6
O=C(NC1CC(=O)N(c2ccc(Cl)cc2)C1)N1CCN(C(=O)c2ccco2)CC1 (configuration not stated),12,-5,5,-7,10,-22,15,-9,-4,2,-13
COc1cc(/C=N/N2C(=O)C3C4c5ccccc5C(c5ccccc54)C3C2=O)ccc1O (configuration not stated),5,10,-3,16,-2,-16,7,21,1,-2,-4
CC1(C(=O)Nc2ccccc2)CCN1C(=O)Cc1ccc(-c2ccccc2)cc1 (configuration not stated),7,.,-17,-10,-13,53,1,18,-13,.,-8
COc1cc(OC)cc(C(=O)Nc2ncc3c(n2)CC(C)(C)CC3=O)c1,-22,3,15,11,1,-5,-35,-29,-11,-1,-4
O=C(O)c1csc(-c2ccccc2)n1,-1,4,-2,-10,4,-14,8,-1,-1,4,-6
Cc1ccc(S(=O)(=O)NC2(C(F)(F)F)NC(=O)N(c3ccccc3F)C2=O)cc1 (configuration not stated),13,2,-17,-4,6,-41,11,2,0,3,-4
C#CCSc1nc(Cc2ccc(Cl)cc2)nc2ccccc12,20,-1,3,14,-14,-18,20,0,9,3,-4
COC(=O)COc1cc(C)cc2oc(=O)c(CC(=O)OC)c(C)c12,7,-2,-5,4,4,-4,8,7,13,-1,-5
CC(C)(C)n1nnnc1C(c1ccc(F)cc1)N1CCN(Cc2ccc3c(c2)OCO3)CC1 (configuration not stated),-17,12,8,-2,-8,-14,-4,-3,-3,4,-6
COc1ccc(NC(=O)C(NC(=O)Cc2cccs2)c2ccc(C)cc2)cc1 (configuration not stated),19,6,3,9,-11,7,34,-6,1,-3,-4
CC(NS(=O)(=O)c1ccc(Br)cc1)C(=O)NCC1CCCO1 (configuration not stated),15,-14,-7,4,0,-32,5,-1,-2,3,-2
Cc1cccc(C(=O)Nc2nnc(Cc3ccccc3)s2)c1,-17,-3,3,-15,9,-73,-49,5,3,1,-2
CC(=O)N1CCN(Cc2nc3cc(NC(=O)c4ccccc4C)ccc3n2C)CC1,-1,3,-3,3,-1,-15,10,-6,-5,-3,.
CCOC(=O)C1CCCN(c2c(Nc3ccc(C)c(C)c3)c(=O)c2=O)C1 (configuration not stated),13,1,16,-1,3,9,12,-56,1,0,-6
O=c1[nH]cn[nH]1,5,.,.,2,1,-6,6,11,-10,-1,.
CCCn1cc(S(=O)(=O)c2ccc(C)cc2)c(=O)c2cc(OC)ccc21,17,-12,-7,1,-7,-14,13,13,-4,3,-12
Cc1nnsc1-c1c(C(=O)O)c(C)nn1-c1ccc(OC(F)(F)F)cc1,16,5,6,-7,6,7,17,0,-11,0,-2
Cc1cccc(C(=O)Nc2ccccc2C(=O)OCc2c(C)noc2C)c1,-12,-4,2,-15,4,-2,-18,-13,2,-3,-5
C/C(N)=C(/C#N)C(=O)COC(=O)c1ccc(OCC2CCCO2)cc1 (configuration not stated),-112,-9,5,4,4,-21,-88,-11,29,-2,-4
Cc1ccc(S(=O)(=O)N2C[C@@H]3[C@H]4CC[C@H](C4)[C@@H]3[C@@H](C)[C@@H]2c2ccn([Si](C(C)C)(C(C)C)C(C)C)c2)cc1,-19,-11,-13,-9,13,18,9,16,1,.,-6
CCC(C)c1ccc(N(C(=O)c2ccco2)C(C(=O)NC2CCCC2)c2cccnc2)cc1 (configuration not stated),-80,-25,3,-2,2,-56,-139,-5,7,3,-3
COc1ccc(C(=O)NNC(=O)CSc2nnnn2-c2cc(OC)cc(OC)c2)cc1,12,-3,2,-25,7,-26,-3,18,-8,1,-2
Cc1cc(C)c(NC(=O)c2ccccc2N(C)S(C)(=O)=O)c(C)c1,6,-7,8,-6,-4,15,-13,10,.,-3,-6
COc1cc(S(=O)(=O)Nc2ccc(C)cc2)ccc1N=Cc1c(C)[nH]n(-c2ccc(C)cc2)c1=O,29,3,1,31,-13,-22,2,7,.,1,-3
CCOC(=O)CN1C(=O)S/C(=C/c2cc(C)n(C)c2C)C1=O,-182,-87,-2,-2,1,-79,-187,-17,.,0,-6
COc1cc(/C=C(\C#N)C(=O)Nc2ccccc2)ccc1OCCN1CCOCC1,-19,-14,-6,4,-7,-12,-53,-53,2,-1,.
Cc1nn(-c2ccccn2)c2c1C(=O)C(Br)CC2 (configuration not stated),16,3,9,-18,4,-5,9,4,-5,.,.
CC(=O)Nc1ccc(S(=O)(=O)N2CCCCC2C(=O)O)cc1 (configuration not stated),6,8,0,2,7,-27,0,1,10,3,-20
N[C@@H](Cc1ccccc1)c1nnc(SCc2ccccc2F)o1,-17,2,-1,6,-4,-10,-33,-6,10,-3,-4
Nn1c(SCC(=O)N2CCc3ccccc3C2)nnc1-c1cccs1,8,-19,-23,1,-3,-14,7,-6,-7,3,-5
COc1cc2cnc(-c3ccccc3)c(-c3cc(OC)c(OC)c(OC)c3)c2cc1OC,16,-5,0,-6,-8,-18,-4,11,12,1,-14
FCCCOc1ccc(/C=N/OCc2ccc(Cl)cc2Cl)cc1,-4,-7,-4,-4,7,-24,-21,16,0,5,-5

# Two compounds from above, reduced to Peg3 promoter.
smiles,Peg3 promoter
COc1cc(/C=C(\C#N)C(=O)Nc2ccccc2)ccc1OCCN1CCOCC1,-19
Cc1nn(-c2ccccn2)c2c1C(=O)C(Br)CC2 (configuration not stated),16
